# cardiac RTF act = cardiac RTF calcium sensitivity activators, primary screen, biochemical, IANBD-TnC fluorescence, EC20 calcium; activation, % at 7.2 µM; 340,000 tested, 0.24% active; IANBD-labeled TnC RTF fluorescence at EC20 calcium; 0% EC20 calcium, 100% full calcium; Troponin I, cardiac muscle (Homo sapiens) + Troponin T, cardiac muscle (Homo sapiens) + …;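 active = activation above the mean over all tested compounds plus 3 SD, cut at about 30% in these data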;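 also: rise in fluorescence read as greater calcium sensitivity of cardiac thin filaments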
# CDK5 p35 inh = inhibitors of human CDK5/p35 kinase, primary screen, biochemical, single concentration | Cyclin-dependent kinase 5 (Homo sapiens) + Cyclin-dependent kinase 5 activator 1 (Homo … | Recombinant CDK5/p35, ADP-Glo luminescence, 60 min | inhibition, % at 10 µM | 330,000 tested, 0.01% active | AID 488839, 2010;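 active = highest replicate inhibition of at least 50% and at least 75% of replicates reaching 50%; inconclusive = only one of the two criteria met; inactive = both criteria failed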;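 also: plate controls were DMSO neutral control for no effect and GW8510 at 10 µM for full effect; many of its hits are not listed in these tables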
# C-LANA FP = inhibitors of KSHV C-LANA binding to DNA, primary screen, biochemical, fluorescence polarization, FAM-LBS DNA, MBP-C-LANA, single point. inhibition, % at 9 µM. 340,000 tested, 0.078% active. AID 504423, 2011;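 active = highest replicate inhibition at or above 60% at 9 µM, even if other replicates fall short; inactive = all replicates below 60% inhibition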;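 also: 0% = neutral control wells and 100% = 4 µM acridine orange control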
# Cardiac RTF inh = cardiac RTF calcium sensitivity inhibitors, primary screen, biochemical, IANBD-TnC fluorescence, EC70 calcium | Troponin I, cardiac muscle (Homo sapiens) + Troponin T, cardiac muscle (Homo sapiens) + … | IANBD-labeled cardiac RTF, Ca2+ fluorescence | inhibition, % at 7.15 µM | 340,000 tested, 0.12% active | AID 493244, 2011;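 active = inhibition above the mean inhibition of all tested compounds plus 3 SD, cut at about 17% in these data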;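 also: assay run at fixed EC70 calcium of 1.6 mM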
# Rtt109 HAT inh = inhibitors of C. albicans Rtt109/Vps75 HAT, primary screen, biochemical, ThioGlo CoA-SH fluorescence, plate reader | inhibition, % at 34.9 µM | Histone acetyltransferase RTT109 (Candida albicans (strain SC5314 / ATCC MYA-2876)), … | purified Rtt109/Vps75, 4 h | AID 540336, 2011 | 330,000 tested, 0.16% active;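 active = inhibition of at least 50% in every replicate; inconclusive = best replicate reaches 50% inhibition but some replicates fall short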
# Target sequence (Q5AAJ8 whole entry, looked up): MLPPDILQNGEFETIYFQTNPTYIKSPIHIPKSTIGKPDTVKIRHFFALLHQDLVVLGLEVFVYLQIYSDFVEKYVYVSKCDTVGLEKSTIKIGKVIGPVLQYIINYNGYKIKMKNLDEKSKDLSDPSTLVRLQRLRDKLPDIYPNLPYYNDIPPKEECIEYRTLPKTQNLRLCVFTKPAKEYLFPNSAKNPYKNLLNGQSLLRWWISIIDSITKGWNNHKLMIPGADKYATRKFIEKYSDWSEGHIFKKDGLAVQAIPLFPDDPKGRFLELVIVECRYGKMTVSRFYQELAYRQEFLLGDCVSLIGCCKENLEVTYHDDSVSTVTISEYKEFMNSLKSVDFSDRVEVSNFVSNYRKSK
# dFosB act = activators of delta FosB homodimer, primary screen, biochemical, fluorescence polarization, TAMRA-CDK5 oligo, single point | Protein FosB (Mus musculus), P13346 | purified delta FosB; percent of positive-control signal above neutral wells | activation, % at 25 µM | 340,000 tested, 0.99% active | AID 493131, 2011;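 active = mean activation above about 17%, with every replicate also reaching it, limit read from the data, passing the limit was not always enough; inconclusive = only one of the two conditions met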;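 also: fluorescence polarization rise as delta FosB binds a TAMRA Cdk5 AP-1 oligo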
# Target sequence (P13346 whole entry, looked up): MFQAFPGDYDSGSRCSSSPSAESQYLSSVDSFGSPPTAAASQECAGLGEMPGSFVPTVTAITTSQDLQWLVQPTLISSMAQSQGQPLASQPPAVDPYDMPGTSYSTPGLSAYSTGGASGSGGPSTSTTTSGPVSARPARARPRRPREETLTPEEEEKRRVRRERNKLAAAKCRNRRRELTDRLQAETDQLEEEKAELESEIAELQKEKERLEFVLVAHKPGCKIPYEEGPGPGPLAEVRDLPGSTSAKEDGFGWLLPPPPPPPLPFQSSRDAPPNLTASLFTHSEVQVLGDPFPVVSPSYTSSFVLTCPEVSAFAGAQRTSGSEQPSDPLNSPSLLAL
# PvdQ acylase = P. aeruginosa PvdQ acylase inhibitors, primary screen, biochemical, fluorescence, plate reader and imaging, single point; AID 488965, 2010; purified PvdQ acylase; PvdQ acylase [Pseudomonas aeruginosa LESB58]; 340,000 tested, 0.063% active; inhibition, % at 10 µM; in the data active = inhibition above about 30%, passing the limit was not always enough; inconclusive = no clear call, values can overlap the other calls;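 also: 0% = vehicle neutral wells and 100% = reference inhibitor wells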
# PfHsp90 set2 = growth inhibition of PfHsp90-expressing yeast, primary screen, antimalarial PfHsp90 inhibitor project, S. cerevisiae, BacTiter-Glo luminescence, single point, set 2; BacTiter-Glo ATP, 48 h; yeast lacking PDR1 and PDR3 efflux regulators; inhibition, % at 9.4 µM; 310,000 tested, 0.32% active;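 active = every replicate shows inhibition above about 80%, whatever the replicate mean, limit read from the data; inconclusive = mean inhibition reaches the set limit but some replicate falls short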;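 also: 0% = DMSO neutral controls and 100% = 20 µM radicicol positive controls; yeast relying on Plasmodium falciparum Hsp90 in place of its own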
# Keap1 Nrf2 FP = Keap1-Nrf2 protein-protein interaction inhibitors, primary screen, biochemical, fluorescence polarization, single point | Kelch-like ECH-associated protein 1 (Homo sapiens), Q14145 | inhibition, % at 9.4 µM | Keap1 Kelch-Nrf2 peptide fluorescence polarization, 1536-well | 340,000 tested, 0.15% active; in the data active = inhibition above about 12%; inconclusive = no clear call, values can overlap the other calls; inactive = below about 7.3%;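 also: human Keap1 Kelch domain with fluorescein labeled Nrf2 9mer peptide probe; 0% = neutral control wells and 100% = peptide positive control; higher means more block of Keap1 binding to Nrf2 peptide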
# NSD2 HMT inh = NSD2 histone methyltransferase inhibitors, primary screen, biochemical, AlphaScreen, single concentration, set 2; 310,000 tested, 0.54% active; NSD2 peptide methylation, 120 min; Histone-lysine N-methyltransferase NSD2 (Homo sapiens), O96028; AID 743445, 2014; inhibition, % at 12.5 µM; in the data active = inhibition above about 50%
# SUMO Mot1 rescue = yeast Mot1-301 growth rescue at high temperature, primary screen, SUMOylation pathway inhibitor project, S. cerevisiae, ATP luminescence, 38.5C | S. cerevisiae Mot1-301 growth rescue; percent above DMSO median, 100 means doubled | growth rescue, % at 18.8 µM | 320,000 tested, 1% active | AID 2716, 2010;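 active = every valid replicate shows activation above 250% relative to neutral control wells; inactive = the rest, any valid replicate at or below 250%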;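 also: OY570 slx delta 5 strain wells were the positive control but not used for scaling; some compounds called inactive have numbers as strong as hits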
# * hit, by the source's call; ? = inconclusive; / = not tested or not shown. Random draw from the library; 3.2% or so of the library scored in one or more.
SMILES,cardiac RTF act,CDK5 p35 inh,C-LANA FP,Cardiac RTF inh,Rtt109 HAT inh,dFosB act,PvdQ acylase,PfHsp90 set2,Keap1 Nrf2 FP,NSD2 HMT inh,SUMO Mot1 rescue
Nc1nc(SCC(=O)Nc2ccc(Cl)c([N+](=O)[O-])c2)n[nH]1,-5,-0.5,-1.1,-6,2,4,-23,3,-4,1,-15
CC(=O)NC1C(Oc2ccc3c(C)cc(=O)oc3c2)OC(COC(C)=O)C(OC(C)=O)C1OC(C)=O (stereo not given),0,1.6,0.4,-10,/,-4,-9,21,-3,-1,236
COc1cc2cc(C(=O)N[C@@H](Cc3ccccc3)C(=O)O)n(C)c2c(OC)c1OC,3,2.0,0.8,-6,-9,3,-16,43,-1,-1,1
c1ccc(-n2nnnc2-c2cnc(-c3ccncc3)nc2-c2cccs2)cc1,-1,-2.6,-0.2,-15,-3,-14,-8,-76,-3,-2,-3
COc1ccc(/C=C(/NC(=O)c2ccccc2)C(=O)NC(Cc2c[nH]c3ccccc23)C(=O)O)cc1 (stereo not given),-2,-3.7,2.2,-10,9,-12,-2,10,-7,23,-10
O=S(=O)(CCNCc1cccs1)c1ccc(Cl)cc1,4,-0.5,-2.5,3,12,-10,-9,14,-2,-1,-3
Cc1ccc(-c2cnc(-c3ccncc3)o2)cc1,-1,9.8,-0.4,5,-3,-19,9,/,-1,1,50
CC(C)(C)C(=O)OC/C(N)=N/OC(=O)c1ccc(Cl)cc1,0,-0.8,-1.2,0,-20,-2,-17,9,-2,-2,0
O=C(CNC(=S)N(CCCN1CCOCC1)Cc1cccs1)NC1CC1,6,-0.1,-0.9,-4,-1,0,1,-7,-2,-3,-1
Cc1ccc2c(c1)N(C(=O)CCC(=O)N1CCC(C(N)=O)CC1)CC(C)O2 (stereo not given),2,1.1,-1.3,-12,3,-7,-2,2,0,/,-2
Cc1cc2nnc(SCC(=O)N3CCCCC3)n2c(N)n1,-2,-5.1,1.1,-1,-8,3,-8,8,-1,0,10
CC(=O)c1ccc(NCC(=O)N2CCN(S(=O)(=O)c3ccccc3)CC2)cc1,3,0.9,1.1,-2,8,-4,-15,/,-3,0,-9
CC(C)N(C(=O)[C@H]1C[C@H](CC(=O)NCCc2ccccn2)C(=O)N2CCc3c([nH]c4cc(CCC(=O)N(C)C)ccc34)[C@]12C)C(C)C,0,-3.6,0.3,-7,0,-6,-14,14,-6,/,/
CC(C)(C)c1cc(C(=O)NNC(=O)Nc2ccccc2)n(Cc2ccccc2)n1,5,1.1,-1.6,-3,-4,0,7,5,2,-1,-13
COc1ccc(NS(=O)(=O)c2cc(NC(=O)c3sccc3C)ccc2N2CCOCC2)cc1,3,0.0,-0.3,4,0,6,-9,-10,-3,-2,5
CCOC(=O)c1c(O)c2cccc3c2n(c1=O)CC3,5,1.4,-0.1,1,-2,-8,-14,18,3,-4,25
CCOc1cc(/C=C/c2cc(C(F)(F)F)[nH]c(=O)n2)ccc1O,2,-0.2,-0.8,5,-5,-6,-4,17,-7,-1,-8
O=C(/C=C/c1ccc2c(c1)OCO2)c1ccc[nH]1,-2,3.5,-0.3,-12,-29,0,12,-5,-1,3,9
CCOC(=O)C1CCCN(CCC(=O)Nc2ccccc2)C1 (stereo not given),7,0.9,-0.1,0,4,3,-13,0,-4,5,-4
O=C(c1scc2c1CCCC2)N1CCCCC1,0,1.5,1.8,-7,2,-2,-13,12,-2,-7,162
O=P(OC1CCCCC1)(OC1CCCCC1)C(O)c1cccnc1 (stereo not given),0,0.0,-1.4,-18,-1,-4,-2,12,-2,-1,-18
CCS(=O)(=O)c1nc(S(=O)(=O)c2ccc(C)cc2)c(N2CCCC2)s1,-4,1.4,-1.3,-3,10,-6,12,-6,-4,-1,-7
COC(=O)CC1=C(C(=O)OC)C(c2ccc3c(c2Cl)OCO3)C(C#N)=C(N)O1 (stereo not given),6,-0.7,-0.3,-1,-2,-5,-23,11,-4,13,-8
CCN1CCCC(OC(=O)c2cc(-c3ccc(C)cc3)nc3ccccc23)C1 (stereo not given),0,-1.7,-2.0,-8,/,-30,-18,1,-2,1,7
O=C(Cn1c(NCCO)nc2ccccc21)c1ccccc1,3,-7.7,2.9,-11,-2,-7,-8,/,-6,0,-10
COc1ccc(CCn2c(=N)c(C(=O)NCC3CCCO3)cc3c(=O)n4cccc(C)c4nc32)cc1 (stereo not given),-6,/,-2.3,-8,27,?,9,-4,1,-2,-12
CCN1CCN(C(=O)Nc2ccc(OC)cc2OC)CC1,-8,0.0,-0.6,-10,/,1,-8,-3,-1,-1,-4
Cc1cc(/C=C2\C(=N)N3N=CSC3=NC2=O)c(C)n1Cc1ccccc1,0,-0.3,1.9,5,0,14,6,2,-6,8,-4
COCCNC(=O)C(C#N)c1nc2ccccc2nc1N1CCCCCC1 (stereo not given),2,0.6,3.3,0,1,-11,11,0,0,7,-8
Cc1cc(C)c(C)c(OCC(=O)O/N=C(\N)c2cccnc2)c1,-4,-1.9,0.5,-2,-4,0,-3,8,5,0,-4
c1cn(CCCNc2ncnc3nc[nH]c23)cn1,-4,-0.6,0.2,-8,2,1,1,19,2,/,9
CSc1ccccc1NC(=O)c1ccncc1,5,-2.3,0.1,-4,-8,3,-18,17,-2,-4,19
O=C(NNc1nc2c(F)cc(F)cc2s1)C1COc2ccccc2O1 (stereo not given),-5,0.0,0.8,0,-6,-8,-12,-2,-1,0,77
CCOC(=O)C1(Cc2cccc(OC)c2)CCCN(C(=O)CCc2cccnc2)C1 (stereo not given),6,0.7,-0.5,-12,12,-4,3,1,-2,2,-17
COc1ccc(NC(=O)c2cc(-c3ccccc3OC)on2)cc1,-2,-4.6,-2.1,1,-1,-2,-9,/,-2,0,21
CC(C)NC(=O)CCc1nnc(Cc2cccc(C(F)(F)F)c2)o1,-2,-0.9,-0.2,1,5,-12,-1,-21,-3,-5,-5
CN1C2CCC1CC(NS(=O)(=O)c1ccc(C#N)cc1)C2 (stereo not given),-4,1.4,-0.4,5,-5,1,-15,-12,-6,1,-2
CCSc1nnc(NC(=O)c2ccc3ccccc3n2)s1,4,1.6,-0.8,1,-8,-25,-13,-33,-5,1,-21
NC(=O)[C@H]1CC2(CC(c3cccc(NC(=O)CC(c4ccccc4)c4ccccc4)c3)=NO2)CN1C(=O)CC(c1ccccc1)c1ccccc1 (stereo not given in full),6,-1.5,-4.6,-13,-3,-10,-7,/,1,/,355*
NC(=O)c1cc(S(=O)(=O)NCCc2ccc(S(N)(=O)=O)cc2)cs1,-1,-1.6,-0.3,-17,-2,-3,-18,-17,-1,36,2
O=C(COC(=O)c1cc([N+](=O)[O-])ccc1N1CCOCC1)Nc1cc(F)ccc1F,-1,-0.5,0.6,-3,12,-1,-13,-4,1,7,-28
Cc1ccc(Cl)cc1Nc1nc(N2CCOCC2)nc(N2CCOCC2)n1,1,-0.1,-0.3,-7,-10,-8,-13,-9,0,-11,8
O=C(COC(=O)c1ccccn1)c1cccc(Br)c1,-3,-0.7,-0.9,-2,12,3,2,0,-2,-1,-7
Cc1ccc(/C=C/C(=O)NCc2ccc3c(c2)OCO3)o1,1,1.0,0.1,5,0,1,-6,20,-7,3,-2
Cn1cnc2c1c(=O)n(Cc1ccc(F)cc1Cl)c(=O)n2C,0,1.2,0.3,3,0,-3,-2,1,0,-3,121
CCOC(=O)COc1ccc2c(=O)c(-c3ccc(OC)c(OC)c3)c(C(=O)OCC)oc2c1,2,0.7,-8.6,7,8,-7,8,-8,-4,/,-6
O=C(Nc1cccc(-c2cnc3ccccc3n2)c1)c1cccc(NC(=O)c2ccco2)c1,1,1.1,0.8,-4,-7,8,5,10,3,1,5
COc1ccc2oc(C(=O)OCC(=O)/C(C#N)=C(\C)N)c(C)c2c1,5,-0.5,-0.2,-6,13,-4,4,-9,6,-1,263
O=C(CN(c1ccc2c(c1)OCCO2)S(=O)(=O)c1ccccc1)NCc1ccc(Cl)cc1,2,-1.5,-1.9,-5,13,-3,-4,15,4,-1,359
CN(C)C(=O)NCc1ccc(S(N)(=O)=O)cc1,11,-0.7,4.1,3,2,4,-5,-7,-3,-4,6
COC(=O)[C@H](CCSC)NC(=O)Nc1cc(OC)cc(OC)c1,-2,0.4,1.4,-4,9,-4,2,-9,-5,0,54
Cc1ccc(S(=O)(=O)Nc2ccc3ncccc3c2[N+](=O)[O-])cc1,28,0.1,-0.3,-9,8,-1,-2,-2,-2,1,/
C=CCn1c(=O)n2ncnc2c2c3c(sc21)CCCC3,1,1.2,2.1,-3,-8,-18,-20,-12,-3,2,-4
Cc1nn(C(C)(C)C)c(OC(=O)c2ccco2)c1Sc1ccccc1,2,-4.0,-0.5,-8,4,-6,-12,-16,3,-1,106
COc1cc(NC(=O)c2cccs2)ccc1NC(=O)c1ccco1,-1,1.1,1.9,-34,-6,-2,-15,-5,-1,1,1
C=C(C)C(=O)Oc1ccc(N2C(=O)CCC2=O)cc1,-1,1.8,-1.9,4,1,-5,-10,0,-4,-1,7
O=C(Cn1[nH]c(=O)c2ccccc2c1=O)OCC(=O)c1ccccc1,-5,0.3,0.5,-3,-4,1,0,-18,3,0,-16
COC(=O)c1cccc(NC(=O)CN2C(=O)c3ccccc3C2=O)c1,0,-0.1,3.5,-2,/,-5,1,-2,1,0,-8
CCc1ccc(NC(=O)CSc2nnc(-c3cnccn3)n2Cc2ccco2)cc1,-3,-0.4,-0.3,-12,-9,-15,-14,21,-2,4,-2

# Source: PubChem
